Screens from PubChem.
zfTRPN1 agonist: zebrafish TRPN1 (NompC) channel agonism; HEK293 zebrafish TRPN1-YFP, Fluo-8 calcium fluorescence; 100% = response to 87 µM carbachol; activation, % at 3 µM; actives 0.18% (n = 220,000); AID 1424;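 active = activation above its plate's cutoff, the mean activation of test wells on that plate plus 3 SD, cut at about 19% in these data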;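 note: 0% = DMSO alone and 100% = 87 µM carbachol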
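Material – zebrafish TRPN1-YFP in HEK293 cells · Doses – 3 µM single point · Schedule – dye 1 h 37 °C plus 30 min RT · Signal – Fluo-8 calcium fluorescence, excitation 470-495 nm, emission 515-575 nm · Read-out – % activation versus carbachol response · Control set – carbachol high, DMSO low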
S1P4 agonist: human S1P4 receptor agonism | activation, % at 4.98 µM | O95977 | actives 0.35% (n = 220,000) | S1P4-expressing cell line, agonist reporter assay; in the data active = activation above about 11%;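 note: 0% = DMSO vehicle and 100% = reference agonist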
EP2 mod: EP2 receptor (human) modulation; actives 0.83% (n = 260,000); EP2-expressing cells, cAMP HTRF FRET, PGE2 co-stimulation; induction, % at 25 µM; P43116;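 active = compounds whose cAMP rise, as percent of the full-agonist control response, exceeds 60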;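 note: rat C6 glioma line stably carrying human EP2 under a CMV promoter; the protocol text gives 20 µM as final concentration; 100% = response of wells given 1 µM PGE2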
Target sequence (P43116 whole entry, looked up): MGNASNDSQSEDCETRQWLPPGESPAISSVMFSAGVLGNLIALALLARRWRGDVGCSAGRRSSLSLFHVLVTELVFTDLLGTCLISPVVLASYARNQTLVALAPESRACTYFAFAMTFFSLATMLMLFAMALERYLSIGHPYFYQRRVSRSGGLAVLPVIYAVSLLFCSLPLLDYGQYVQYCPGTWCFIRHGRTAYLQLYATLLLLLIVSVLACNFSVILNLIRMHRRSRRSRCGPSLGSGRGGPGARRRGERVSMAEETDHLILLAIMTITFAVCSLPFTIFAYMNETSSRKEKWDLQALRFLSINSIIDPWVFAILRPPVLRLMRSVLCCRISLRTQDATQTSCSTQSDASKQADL
TRPML3 ag: agonists of human TRPML3 channel; activation, % at 3 µM; actives 0.29% (n = 220,000); HEK293 TRPML3-YFP, Fluo-8 calcium fluorescence; 100% = the carbachol control signal;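 active = activation above its plate's cutoff, the mean activation of the plate's test wells plus 3 SD, cut at about 12% in these data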;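 note: 0% = DMSO only wells and 100% = carbachol wells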
Target sequence (Q8TDD5 whole entry, looked up): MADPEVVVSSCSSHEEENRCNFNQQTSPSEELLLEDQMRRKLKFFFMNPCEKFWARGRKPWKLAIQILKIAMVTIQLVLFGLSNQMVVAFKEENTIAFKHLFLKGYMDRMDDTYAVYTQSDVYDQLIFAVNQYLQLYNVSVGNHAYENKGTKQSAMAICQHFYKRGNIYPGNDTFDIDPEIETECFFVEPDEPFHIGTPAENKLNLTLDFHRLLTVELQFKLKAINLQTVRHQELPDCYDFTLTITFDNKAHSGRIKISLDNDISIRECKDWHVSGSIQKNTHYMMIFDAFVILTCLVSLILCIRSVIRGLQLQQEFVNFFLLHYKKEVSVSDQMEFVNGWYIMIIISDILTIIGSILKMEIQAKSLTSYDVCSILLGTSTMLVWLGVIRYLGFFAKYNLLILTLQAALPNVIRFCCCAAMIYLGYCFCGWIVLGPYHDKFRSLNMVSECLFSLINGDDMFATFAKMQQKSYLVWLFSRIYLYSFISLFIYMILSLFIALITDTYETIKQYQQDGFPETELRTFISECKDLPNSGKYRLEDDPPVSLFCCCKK
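Test system – HEK293 line with stable expression of human TRPML3-YFP channel · Control set – carbachol 87 µM final as high control (100%), DMSO as low control (0%) · Signal – Fluo-8 calcium dye fluorescence, ex 470-495, em 515-575 nm · Incubation – 1-h 37 °C dye load, 5-s basal, 120-s post-compound reads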
PERK inhibitor: human PERK inhibition, primary cell-based screen; CHO PERK-DD fusion, SEAP luminescence translation reporter; inhibition, % at 5.6 µM; actives 0.17% (n = 220,000);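 active = inhibition above the mean inhibition of all tested compounds plus 3 SD, set separately per screening campaign, cut at about 2.9% in these data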;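 note: PERK kinase domain activated by AP20187 dimerizer at 100 nM; 0% = DMSO with dimerizer and 100% = rapamycin at 8.4 µM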
Ba/F3 V617F tox: lowers viability of Ba/F3 cells expressing EpoR and JAK2V617F; ATP luminescence; inhibition, % at 5.6 µM; actives 1.1% (n = 220,000); AID 1446;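 active = inhibition above the campaign mean plus 3 SD over all tested compounds, cut at about 24% in these data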;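 note: cytokine-independent growth of Ba/F3 cells driven by EpoR plus mutant JAK2; 0% = DMSO-treated cells and 100% = JAK inhibitor I control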
S1P4 antag: antagonists of human S1P4 receptor. S1P4-expressing cells, antagonist mode, reporter read-out. inhibition, % at 4.98 µM. actives 0.26% (n = 220,000). AID 1510; in the data active = inhibition above about 29%;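 note: 0% = wells stimulated with agonist and 100% = vehicle wells without agonist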
Calpain2 inh: inhibitors of pig calpain II; purified calpain II, fluorogenic peptide substrate, 30 min; inhibition, % at 16 µM; actives 0.37% (n = 220,000);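 active = inhibition above about 50%, limit read from the data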
BaF3 tox: parental Ba/F3 viability inhibition as JAK2V617F counter-screen; actives 1.1% (n = 220,000); CellTiter-Glo ATP luminescence; inhibition, % at 5.6 µM;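 active = inhibition above a per-campaign cutoff, the mean inhibition of all tested compounds plus 3 SD, cut at about 27% in these data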;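 note: 0% = DMSO wells and 100% = JAK Inhibitor I control wells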
* = called active by the depositor; i = inactive; . = not tested or not shown; & = joins results of further samples.

SMILES,zfTRPN1 agonist,S1P4 agonist,EP2 mod,TRPML3 ag,PERK inhibitor,Ba/F3 V617F tox,S1P4 antag,Calpain2 inh,BaF3 tox
C=CCn1c(-c2cc(Cl)ccc2OC)n[nH]c1=S,-0.6,0.0,23,0.4,-0.3,0,-23,-18,3
NNC(=O)COc1cccc(Oc2ccccc2)c1,0.0,0.2,-11,-0.1,0.5,5,-18,20,3
CCCCOc1ccc(-c2[nH]ncc2C=O)cc1,-1.3,0.1,-20,0.7,2.0,-3,3,-3,-1
O=C(c1nc2ccccn2c1CNCCCn1ncc2ccccc21)N1CCCC1,-0.2,0.1,7,1.1,0.1,-2,6,0,-3
Cc1cc2oc(C(=O)Nc3ccc(S(N)(=O)=O)cc3)c(C)c2cc1Cl,1.0,1.4,-15,1.3,1.5,-4,1,-87,3
Cc1ccc(-n2c(-c3ccccc3)c[nH]c2=S)cc1,-1.9,0.2,-11,-1.2,0.5,-1,-18,9,2
CC(Oc1ccc(Cl)cc1Cl)C(=O)Nc1ccc(N2CCN(C)CC2)cc1 (configuration not stated),-0.1,-2.0,-9,1.3,-1.4,3,-13,-6,7
CC1=C(C#N)C(c2cn(-c3ccccc3)nc2-c2cccs2)C(C#N)=C(C)N1,0.1,0.5,-7,-0.2,-0.2,-5,-1,-33,0
Cc1cc(NC(=O)C2C3C(=O)N(CC4CCCO4)C(C(=O)NC(C)(C)C)C34C=CC2(C)O4)no1 (configuration not stated),0.8,-1.6,-28&-3,1.2,0.4,2,7,-10,6
CCn1cnc2sc(C(=O)Nc3ccc4c(c3)OCO4)c(C)c2c1=O,-1.1,1.9,-9,0.8,-0.5,-3,-14,-25,1
COc1ccc2oc(-c3ccc(NC(=O)c4ccc(N5CCOCC5)c([N+](=O)[O-])c4)cc3)nc2c1,1.3,-1.7,-6,0.8,0.9,-6,-12,-72,-1
Cc1cc(NC(=O)CSc2nc(CC(C)(C)C)nc3c2c(=O)n(C)c(=O)n3C)no1,-0.1,0.2,27,-0.4,0.8,-6,-31,19,-1
COc1ccccc1OCc1nc2c3c(-c4ccccc4)c(-c4ccccc4)oc3ncn2n1,-0.6,-2.1,.,0.3,-0.1,-3,-17,.,2
O=C(O)CN(c1ccccc1)C1SC(=O)NC1=O (configuration not stated),-0.7,-0.7,17,1.2,-0.3,3,9,-19,3
Cc1ccc(C2C(C#N)=C(N)Oc3c2sc2ccccc32)o1 (configuration not stated),1.9,1.8,16,1.3,0.6,4,7,-151,10
COc1ccc(CCNC(=O)C(=O)NCCOc2ccccc2)cc1OC,-0.7,-0.1,-5,0.0,-0.5,-4,-11,-2,-3
CC(=O)c1cccc(NC(=S)NC(=O)Cc2ccccc2)c1,1.2,0.7,-1,0.3,1.4,0,-2,3,4
O=C(C[n+]1ccc(C(=O)c2ccccc2)cc1)Nc1ccc(C(F)(F)F)cc1,-0.4,3.5,-13,-0.1,0.3,-1,-26,-5,4
Cn1ncnc1SCc1cn2cccnc2n1,1.0,1.3,1,0.5,0.2,3,-18,i,3
O=C(CN(C(=O)C1COc2ccccc2O1)c1ccccc1)NCC1CCCO1 (configuration not stated),0.6,2.1,7,0.2,-0.4,-2,-2,16,-1
CCc1ccc(C(C)NC(=O)/C(C#N)=C\c2cn[nH]c2-c2ccccc2)cc1 (configuration not stated),-1.1,-0.7,-39,-0.3,-2.0,-1,-21,-31,7
CC(=O)OCC12COC3c4ccccc4OC(C)(CC1C)C3C2C (configuration not stated),-2.0,-1.1,14,-0.7,0.7,3,10,4,7
O=C(C[n+]1cc2ccccc2c2ccccc21)c1ccccc1,-0.6,1.4,-1,0.0,-0.2,-1,3,-45,3
COc1ccccc1NC(=O)COC(=O)c1ccc(S(=O)(=O)NCc2ccco2)cc1,2.2,0.9,-27,-0.1,-0.3,2,-1,-13,8
O=c1[nH]c2cc(Cl)c([N+](=O)[O-])nc2[nH]1,0.6,-0.7,6,0.9,0.0,1,-2,21,3
O=C(CN1CCNCC1)Nc1ccccc1Cl,0.0,-2.8,38,1.3,0.1,0,7,-15,1
Cc1ccc(C(C(=O)NC(C)(C)C)N(C(=O)c2csnn2)C2CC2)cc1 (configuration not stated),-1.0,-0.3,19,-0.6,-0.8,7,-13,-8,8
CC(C)CCN(CC(=O)NC(C)(C)C)C(=O)C(=O)Nc1ccc2c(c1)OCCO2,0.6,0.9,25,0.3,0.4,-1,-2,-1,6
CCN(CC)C(=O)CSC1=Nc2ccccc2C2=NC(c3ccccc3)C(=O)N12 (configuration not stated),-0.7,-2.4,18,0.7,0.1,-5,-3,-299,-1
O=C(CCn1nnc2ccccc21)Nc1nnc(Cc2ccc(F)cc2)s1,0.0,-0.6,15&-22,0.5,-0.5,-4,-25,17,-1
Cc1ccc(-c2nnc(-c3ccccc3)o2)cc1Br,0.5,1.6,.,-0.3,0.1,-4,-10,.,0
Cc1ccc(/C=N/NC(=S)NCCc2ccccc2)s1,0.1,-1.5,-36,0.7,0.1,-5,-22,-49,3
COc1cccc(N(CC(=O)NC(C)c2ccccc2)S(C)(=O)=O)c1 (configuration not stated),-2.1,0.5,6,-0.6,-0.2,2,-1,19,9
CCCOC(=O)C1=C(C)NC2=C(C(=O)C(C(=O)OC)C(C)C2)C1c1ccc(N(C)C)cc1 (configuration not stated),0.0,-2.7,1,0.1,-1.0,0,7,23,5
Cc1cc(C)cc(C(=O)N2CCN=C2SCc2ccc([N+](=O)[O-])cc2)c1,0.5,2.5,24,1.4,0.8,-1,-8,12,6
CCOc1cc(C2NC(=O)NC(C)=C2C(=O)OC(C)CC)cc(Br)c1O (configuration not stated),1.3,-1.5,14,-0.2,1.2,-1,6,-11,3
c1ccc(CSc2ccc(-c3cccnc3)nn2)nc1,0.6,2.1,-22,0.7,0.4,2,-8,7,3
CC(=O)NC1C(=O)SC1(C)C (configuration not stated),0.4,-2.2,17,0.5,1.2,-5,-19,-4,-1
CCOC(=O)c1c(NC(=O)C2C3C=CC(C3)C2C(=O)O)sc2c1CC(C)(C)OC2 (configuration not stated),0.7,2.8,8,0.4,0.9,-1,-23,-3,5
O=C(CNC(=O)c1ccco1)OCc1ccc(Cl)cc1,0.2,0.4,7,-0.9,0.4,4,-13,3,3
COc1ccc(N(CC(=O)NCc2ccccc2)C(=O)Cn2nnc(-c3ccccc3F)n2)cc1OC,1.2,-0.8,-9,1.5,0.2,2,-6,10,6
Cc1ccc(C(=O)CSc2nnc(COc3ccccc3)o2)cc1,-0.1,0.2,-85,0.9,0.9,0,-12,1,8
NC1=NS(=O)(=O)NC1c1ccc(Br)cc1 (configuration not stated),-0.5,-0.5,18,0.5,1.9,0,-10,9,4
Cn1nc(C(F)(F)F)cc1Oc1ncc(C(F)(F)F)cc1Cl,2.2,1.1,55,1.1,1.2,-3,-13,-28,5
O=C(CN1CCN(Cc2ccccc2)CC1)c1c[nH]c2ccccc12,2.1,0.0,-34,1.7,-0.7,-4,-17,20,4
O=C1c2cccnc2C(=O)N1c1ccccc1-c1ccccc1,-0.7,1.9,5,0.0,-0.6,2,-9,13,-2
Cc1cc2n(n1)C(c1cn(-c3ccccc3)nc1C)Nc1c(C)cccc1-2 (configuration not stated),-1.6,0.9,37,-0.2,-0.9,0,-13,-52,1
CCCCC(=O)Nc1ccc(NC(=O)c2ccc(C)c([N+](=O)[O-])c2)cc1OC,-0.5,0.4,1,0.2,-0.3,-1,-7,21,5
O=S(=O)(NCc1cn2ccccc2n1)c1cccs1,1.4,0.0,-12,0.9,1.6,1,2,-22,-2
COC(=O)c1ccc(CSc2nnc3ccccn23)o1,-0.9,-1.2,-1,1.0,0.0,2,14,16,5
COC(=O)c1ccccc1NC(=O)CSc1nc(N)cc(=O)[nH]1,-0.7,-1.8,27,0.4,1.1,-4,-14,-69,2
Cc1cccc(NC(=S)NCCN(C2CCCCC2)C2CCCC2)c1,-1.1,-0.1,-52,1.5,0.1,0,4,-7,8
Cc1ccc(CNC(=O)c2cccnc2Sc2cccc(Cl)c2)cc1,9.7,-0.2,-42,2.5,1.8,0,-4,20,-1
O=C(NCC1CCCO1)NC1(C(F)(F)F)Oc2ccccc2O1 (configuration not stated),0.0,2.9,6,0.2,1.1,7,-20,-19,5
O=C(c1cccc(S(=O)(=O)N2CCOCC2)c1)N(Cc1ccc(F)cc1)Cc1ccco1,-0.7,0.5,3,0.9,0.2,1,0,-3,2
CC(C)(C)NC(=O)COC(=O)c1nsc(Cl)c1Cl,-0.8,1.6,47,0.4,-0.1,0,-15,-20,2
COC(=O)c1ccc(COc2ccc(/C=N/Nc3nc(C)cc(=O)[nH]3)cc2)cc1,-0.1,0.4,-20,0.2,0.6,-6,6,-58,0
Cc1ccc(NC(=O)c2ccco2)c(NC(=O)CN2C(=O)c3ccccc3C2=O)c1,-0.1,2.1,7,0.5,0.4,0,-15,-9,4
COC(=O)c1cc(=O)n(Cc2ccc3c(c2)OCO3)c(=Nc2ccc(F)c(Cl)c2)s1,0.1,2.2,26,0.4,2.9*,-2,-33,3,7
O=C(O)CSc1cccc2cccnc12,0.0&-0.1,-1.1&1.4,0&17,0.1&0.6,-0.4&1.0,4&-3,-11&-6,-272,0&4
